# rat GALR2 ag: agonists of rat galanin receptor 2 (GALR2) | O08726 | cell-based GALR2 agonist screen | activation, % at 10 µM | 16,000 compounds, 0.5% hits | AID 833; in the data active = activation above about 15%
# TLR4 MyD88 blk: blocks binding of human TLR4 to MyD88 | O00206 | 16,000 compounds, 0.06% hits | AID 811 | Cell-based TLR4-MyD88 binding inhibition assay | inhibition, % at 10 µM; in the data active = inhibition above about 45%
# KOR antag MB: blocks the human kappa opioid receptor, Maybridge compounds | P41145 | OPRK1 cells, antagonist mode, fluorescence readout | inhibition, % at 9 µM | 16,000 compounds, 0.4% hits; in the data active = inhibition above about 50%
# luminol inh ctr: luminol signal inhibition, Nox1 inhibitor counter-screen; HRP/luminol/H2O2 chemiluminescence counterscreen; inhibition, % at 6.7 µM; 16,000 compounds, 0.4% hits; note: reference of the scale not given here
# Nox1 inh: blocks human NADPH oxidase 1 activity; HT29 cells, luminol chemiluminescence ROS; inhibition, % at 6.7 µM; 16,000 compounds, 0.81% hits
# S1P1 agonist: S1P1 (human) receptor agonism; P21453; S1P1 agonist cell-based reporter assay; activation, % at 4.5 µM; 16,000 compounds, 1.5% hits; AID 1044; in the data active = activation above about 80%
# Target sequence (P21453 whole entry, looked up): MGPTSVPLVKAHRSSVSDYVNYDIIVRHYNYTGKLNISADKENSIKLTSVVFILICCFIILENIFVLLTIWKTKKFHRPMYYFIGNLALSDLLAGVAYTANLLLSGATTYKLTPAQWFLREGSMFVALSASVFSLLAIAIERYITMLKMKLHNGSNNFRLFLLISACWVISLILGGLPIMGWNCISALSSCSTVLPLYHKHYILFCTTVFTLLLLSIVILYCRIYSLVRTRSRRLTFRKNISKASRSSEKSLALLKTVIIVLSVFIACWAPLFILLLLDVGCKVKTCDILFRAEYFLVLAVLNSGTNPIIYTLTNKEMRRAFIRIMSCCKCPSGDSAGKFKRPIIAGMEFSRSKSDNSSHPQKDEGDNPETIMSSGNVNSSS
# PME-1 Maybridge: inhibitors of human PME-1 in Maybridge library; Q9Y570; recombinant PME-1, FP-Rh probe fluorescence polarization; inhibition, % at 9 µM; 16,000 compounds, 0.5% hits; AID 2291; in the data active = inhibition above about 30%
# NOTCH agonist: agonists of NOTCH signaling; NOTCH signaling luciferase reporter cells, luminescence; activation, % at 2.5 µM; 15,000 compounds, 0.4% hits; AID 434982; in the data active = activation above about 2.2%
# The depositor's hits bear a star; · = not tested or not shown. Cut-off read from the data, not from the text of the source, unless noted: active = inhibition above about 75%; inactive = the rest.
1. CCCN/C(C)=C(/C(=O)OCC)C(=S)Nc1ccc(OCC)cc1
2. O=C(O)c1ccccc1SC(C[N+](=O)[O-])c1ccc2ccccc2c1 (stereo unspecified)
3. Cn1c(-c2cc(C(C)(C)C)nn2Cc2ccc(F)cc2)n[nH]c1=S
4. Cc1ccc(S(=O)(=O)NCCN2CCNC2=O)cc1
5. O=C(N=S1CCN(c2sccc2[N+](=O)[O-])CC1)Nc1ccc(Cl)cc1Cl
6. Nc1nc(N2CCCC2)ncc1S(=O)(=O)c1ccc(C(F)(F)F)cn1
7. COC(=O)c1cnn(-c2ccc(F)cc2F)c1/C=N/OC(=O)Nc1ccc(Cl)cc1
8. Cc1ccc(C2N=NNC2=S)c(C)c1 (stereo unspecified)

Screen / compound no.,1,2,3,4,5,6,7,8
rat GALR2 ag,-7,-10,-6,-9,-5,-4,-3,-6
TLR4 MyD88 blk,-11,-2,-3,-3,3,3,-3,11
KOR antag MB,4,30,-3,32,-3,29,-4,5
luminol inh ctr,-6,0,99*,2,5,0,-5,3
Nox1 inh,-14,-123,5,-14,-73,-26,-10,9
S1P1 agonist,-6,-21,-4,-7,26,-3,-26,0
PME-1 Maybridge,-4,5,7,-5,1,0,-18,4
NOTCH agonist,-0.3,-0.6,0.6,-0.3,-5.1,0.0,0.0,-0.3

# Compound profiles, from the list above:
# COC(=O)c1cnn(-c2ccc(F)cc2F)c1/C=N/OC(=O)Nc1ccc(Cl)cc1 across the screens: rat GALR2 ag: -3; TLR4 MyD88 blk: -3; KOR antag MB: -4; luminol inh ctr: -5; Nox1 inh: -10; S1P1 agonist: -26; PME-1 Maybridge: -18; NOTCH agonist: 0.0
# Cn1c(-c2cc(C(C)(C)C)nn2Cc2ccc(F)cc2)n[nH]c1=S across the screens: rat GALR2 ag: -6; TLR4 MyD88 blk: -3; KOR antag MB: -3; luminol inh ctr: 99*; Nox1 inh: 5; S1P1 agonist: -4; PME-1 Maybridge: 7; NOTCH agonist: 0.6

# The results go on:
9. CCCS(=O)(=O)c1cnc(C)nc1N
10. CCOC(=O)C(CC(=O)c1ccc(Cl)cc1)C(C)=O (stereo unspecified)
11. CC1=C(C#N)C(c2cccs2)C(C#N)=C(C)N1
12. COc1ccc(Oc2ccc([N+](=O)[O-])c3nonc23)cc1
13. COc1ccc2nonc2c1
14. O=[N+]([O-])c1ccc(S(=O)(=O)c2ccccc2)cc1O
15. CCCc1nc(N)ncc1C(=O)OCC
16. CSc1nnc(SCc2nc(-c3ccc(Cl)cc3)cs2)s1

Screen / compound no.,9,10,11,12,13,14,15,16
rat GALR2 ag,5,-7,-9,-4,139*,-9,-6,-6
TLR4 MyD88 blk,6,14,2,0,15,5,-4,·
KOR antag MB,23,-2,8,-1,25,-11,-2,-21
luminol inh ctr,-5,6,-1,0,1,1,-2,0
Nox1 inh,20,5,-57,65,-45,-13,1,3
S1P1 agonist,2,13,-9,19,-2,-6,-20,17
PME-1 Maybridge,6,3,1,0,-2,0,0,-1
NOTCH agonist,0.6,-0.6,-0.5,-0.3,-1.0,0.0,-0.1,-0.3

# In another format: results already given.
entry | SMILES | rat GALR2 ag | TLR4 MyD88 blk | KOR antag MB | luminol inh ctr | Nox1 inh | S1P1 agonist | PME-1 Maybridge | NOTCH agonist
14 | O=[N+]([O-])c1ccc(S(=O)(=O)c2ccccc2)cc1O | -9 | 5 | -11 | 1 | -13 | -6 | 0 | 0.0
11 | CC1=C(C#N)C(c2cccs2)C(C#N)=C(C)N1 | -9 | 2 | 8 | -1 | -57 | -9 | 1 | -0.5
9 | CCCS(=O)(=O)c1cnc(C)nc1N | 5 | 6 | 23 | -5 | 20 | 2 | 6 | 0.6
15 | CCCc1nc(N)ncc1C(=O)OCC | -6 | -4 | -2 | -2 | 1 | -20 | 0 | -0.1

# Continuation.
17. O=C(CCN1CCCCC1)c1ccc(-c2ccccc2)cc1
18. CCOC(=O)N1CCC(=NNc2ccc([N+](=O)[O-])cc2[N+](=O)[O-])CC1
19. CC(C)(C)c1nccc(-c2nn(-c3ccc(F)cc3)ccc2=O)n1
20. O=[N+]([O-])c1cc(Br)c(Oc2cncc(Cl)c2)cc1Oc1cncc(Cl)c1
21. CCc1nc2c([nH]1)c(=O)n(C)c(=O)n2C

Screen / compound no.,17,18,19,20,21
rat GALR2 ag,-8,-9,-5,-10,-4
TLR4 MyD88 blk,2,-22,0,1,-2
KOR antag MB,8,-5,4,-10,-11
luminol inh ctr,-1,-1,-6,2,-3
Nox1 inh,-37,-55,4,55,-20
S1P1 agonist,0,18,13,23,-22
PME-1 Maybridge,-1,6,6,52*,1
NOTCH agonist,-1.0,0.3,-0.6,0.1,-0.5
